Nrf2 activator – activates Nrf2 signaling | AREc32 ARE-luciferase reporter (MCF7-derived line), luminescence, 24 h | Potency, µM (series often up to 46.1 µM), for inactives: at the highest dose activation, most hits filed as activators | actives 0.31% (n = 410,000) | AID 624171; note: potency is the fitted concentration of half-maximal effect; % of control where 0% means no effect; nearly all actives have a fitted effect of over 65% in size
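Nrf2 activation is followed as ARE-luciferase induction in the AREc32 line after one day of compound treatment; luminescence is read with Steady-Glo.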
TGFb SMAD3 inh – TGF-b pathway inhibition; actives 1.2% (n = 410,000); Potency, µM (titrated, usually from 46.1 µM), for inactives: at the top dose activity, negative = inhibition, usual class: inhibitors; AID 588855; HepG2 CAGA-GFP TGF-b/SMAD3 reporter, GFP fluorescence, 18 h; TGF-beta stimulated, 500 pg/mL final; note: potency is the fitted concentration of half-maximal effect; % is set by controls: 0 for no effect and ±100 for the full control effect; nearly all actives have a fitted effect of over 65% in size
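Inhibition was scored as loss of TGF-beta-induced (500 pg/mL final, 18 hours, 37 degrees C) GFP in HEPG2 cells carrying a CAGA-GFP reporter, in DMEM with 1% FBS. Well GFP was summed per cell; Activity was normalised to unstimulated and stimulated DMSO wells, then concentration-response fitting.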
Abeta rescue – restores growth of yeast expressing A-beta42 peptide; yeast expressing A-beta42, growth rescue, OD600, 48 h; response scale: 0% DMSO, 100% iron-clioquinol control; actives 0.063% (n = 410,000); Potency, µM (doses to about 46.1 µM), for the others: top-dose growth rescue, usual class: activators; AID 1347071; note: potency is the fitted concentration of half-maximal effect; nearly all actives have a fitted effect of over 55% in size
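Growth rescue measured by 600 nm absorbance after 48 h yeast culture at 30 C with compound. Values normalized between DMSO and an equimolar ferric chloride plus clioquinol control.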
Nrf2 block – inhibitors of Nrf2 signaling; A549 ARE-Fluc reporter, luciferase luminescence, 18-24 h; Potency, µM (doses to about 46 µM), for inactives: at the top dose activity change, negative = inhibition, hits mostly inhibitors; actives 2.1% (n = 360,000); note: potency is the fitted concentration of half-maximal effect; % is set by controls: 0 for no effect and ±100 for the full control effect; nearly all actives have a fitted effect of over 60% in size
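Cells were seeded and rested 2 h, then exposed to compounds for 18-24 h. CellTiter-Fluor was read first as a viability measure. BugLite was added 15 min before the final luminescent read of ARE-luciferase activity in A549 cells.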
CCT chaperon mod – cytosolic chaperonin activity modulation; purified chaperonin ATPase assay, HTRF ADP detection, 30 min; activity change, % (no concentration beside the values), hits read low; actives 0.3% (n = 360,000); AID 651819; in the data active = activity change below about -30%; note: % is set by controls: 0 for no effect and ±100 for the full control effect
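ATPase activity: ADP formed was measured by HTRF Transcreener (665/615 nm ratio) after 30 min at 37 deg C with 10 uM ATP. Compounds screened at one 76 uM concentration against 40 or 20 nM TRiC in Tris pH 7.4/KCl/MgCl2/DTT buffer.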
pAkt inh – blocks phosphorylation of Akt. Neuro2A IGF-stimulated pAkt S473 HTRF, 20 min; stronger effect = lower value. activity change, % for hits at 50 µM. actives 0.32% (n = 360,000); in the data active = activity change below about -80%; inconclusive = mostly about -51% to -80%; note: % is set by controls: 0 for no effect and ±100 for the full control effect
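Neuro2A cells (4,500/well, DMEM with 0.5% FBS) were treated with compound at a single 50 µM final concentration, stimulated with 6 nM IGF for 20 min at 37 °C, and lysed. Phospho-Akt Ser473 was read by HTRF as 665/615 ratio ×10^4.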
A549 viability – kills or reduces viability of A549 cells in Nrf2 counter-screen; Potency, µM (doses to about 46 µM), without a hit: at the top dose activity change, negative = cytotoxicity, actives largely listed as inhibitors; actives 0.16% (n = 390,000); AID 504648; A549 ARE-Fluc cells, CellTiter-Fluor viability, 18-24 h; note: potency is the fitted concentration of half-maximal effect; % is set by controls: 0 for no effect and ±100 for the full control effect
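A549 ARE_Fluc cells in 5% FBS OPTI-MEM were exposed to compounds in concentration-response for 18-24 h at 37 deg C. Viability was read by CellTiter-Fluor fluorescence (Ex 405/Em 525) after 30 min, before the luciferase read.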
Mm-Cpn inhibitor – M. maripaludis TRiC chaperonin inhibition. Potency, µM (top dose mostly 76.9 µM), inactives show at the highest dose activity, negative = inhibition, actives largely listed as inhibitors. actives 0.031% (n = 330,000). AID 504842. purified Mm-Cpn ATPase, ADP Transcreener TR-FRET; note: potency is the fitted concentration of half-maximal effect; % is set by controls: 0 for no effect and ±100 for the full control effect; nearly all actives have a fitted effect of over 80% in size
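Reaction buffer contained 30 mM Tris pH 7.4, 100 mM KCl, 5 mM MgCl2 and 1 mM DTT. Mm-CPN (25 nM final) hydrolysed 10 uM ATP over 30 min at 37°C; ADP was read by HTRF.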
HepG2 tox – counter-screen for TGF-b inhibitors: cytotoxicity in HepG2 cells; AID 588856; HepG2 CAGA-GFP viability, ATP luminescence, 18 h; Potency, µM (top dose mostly 46.1 µM), without a hit: at the highest dose activity change, negative = cytotoxicity, usual class: cytotoxic; actives 0.76% (n = 410,000); note: potency is the fitted concentration of half-maximal effect; some results filed as inactive show a strong effect at the top dose
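CellTiter-Glo luminescence gave cytotoxicity after 18 hours at 37 degrees C. The cells were HepG2 CAGA-GFP in 1% FBS DMEM, stimulated with 500 pg/mL TGF-beta after compound addition. %Activity was normalised to no-cell wells (complete cell-killing) and DMSO (no toxicity), and curves were fitted and classified.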
Active calls of the source: *; i = inactive; ? = inconclusive; . = no result given; & = joins results of further samples; [ ] = another dose, or the depositor's remark. Unless noted, calls come from the whole dose curve; as a rule, active = well fitted curve in the direction sought with a large enough effect; inconclusive = small, poorly fitted or top-dose-only effect, or another doubt; inactive = no such curve, though single readings can be large; an effect the other way counts as inactive or inconclusive. No enrichment for hits; 4.3% or so of the library scored in one or more.

[1] CCOc1ccc(S(=O)(=O)N2CCCC(C(=O)NCc3ccccn3)C2)cc1Cl (stereo not given)
[2] Cc1cc(=O)oc2c(C)c(OC3CCCCC3=O)ccc12 (stereo not given)
[3] COc1ccc(-n2c(=S)[nH]c3sc(-c4ccccc4)cc3c2=O)c(OC)c1
[4] CCn1c2ccccc2c2cc(CN3CCN(Cc4ccc(Cl)cc4)CC3)ccc21
[5] Cc1nnc(SCCC#N)n(CCC#N)c1=O
Compound	1	2	3	4	5
HepG2 tox	-4%	-7%	10%	-57%	0%
TGFb SMAD3 inh	0%	0%	-9%	-18%	0%
pAkt inh	i	i	i	.	i
Nrf2 block	?	7%	7%	-5%	7%
A549 viability	-8%	-2%	3%	-6%	-7%
Abeta rescue	-6%	-6%	1%	-68%[inhibitor]	13%
CCT chaperon mod	-0.7	-0.1	-3.5	.	-0.8
Mm-Cpn inhibitor	-1%	-1%	-6%	.	0%
Nrf2 activator	0.2%	1.7%	-0.6%	-0.9%	0.2%

[6] CCOc1cc(C2NC(=O)c3ccccc3O2)ccc1OC (stereo not given)
[7] COc1ccc(Cl)cc1NC(=O)C/C(C)=N/NC(=O)c1ccccc1[N+](=O)[O-]
[8] N#Cc1ccc(NC(=O)COC(=O)C2CCC2)cc1
[9] CC(=O)N1CCc2ccc(S(=O)(=O)N3CC(C)OC(C)C3)cc21 (stereo not given)
[10] CC(C)(C)c1ccc(N2C(=O)CC(C/C=C/c3ccccc3)C2=O)cc1 (stereo not given)
Compound	6	7	8	9	10
HepG2 tox	-1%	-14%	-4%	-5%	6%
TGFb SMAD3 inh	?	-6%	7%	-7%	-14%
pAkt inh	i	i	i	i	i
Nrf2 block	6%	-20%	.	2%	15%
A549 viability	3%	-15%	.	0%	0%
Abeta rescue	1%	3%	2%	2%	-14%
CCT chaperon mod	-0.5	0.0	-2.0	1.2	0.2
Mm-Cpn inhibitor	1%	1%	.	-2%	-2%
Nrf2 activator	0.4%	9.1%	-0.3%	-0.3%	-0.4%

[11] Cc1cc(=O)cc(C)n1-c1ccccc1Br
[12] Cc1nc2c(nnn2Cc2c(Cl)cccc2Cl)c(=O)[nH]1
[13] Cc1cc(C)nc(NC(=O)c2cccs2)n1
[14] N#Cc1ccc(OCC(=O)NNC(=S)NC(=O)C2CC2)cc1
[15] FC(F)(F)c1cccc(N2CCN(C(=S)NC3CCCC3)CC2)c1
Compound	11	12	13	14	15
HepG2 tox	5%	-21%	-7%	-2%	-29%
TGFb SMAD3 inh	3%	0%	2%	6%	?
pAkt inh	i	i	i	i	i
Nrf2 block	-21%	-11%	13%	0%	23µM*
A549 viability	-1%	2%	-1%	1%	-17%
Abeta rescue	4%	19%	-7%	-2%	16%
CCT chaperon mod	-0.2	-1.1	1.6	-14	-0.6
Mm-Cpn inhibitor	0%	-1%	1%	0%	-1%
Nrf2 activator	-1.1%	0.3%	6.8%	0.5%	-0.1%

[16] Cc1ccc2c(=O)cc(C(=O)Nc3ccc(S(=O)(=O)N4CCCCC4)cc3)oc2c1C
[17] O=C(NCc1ccco1)/C(=C/c1cccnc1)NC(=O)c1cccc(Br)c1
[18] O=c1ccc2ccc(OCCOc3cccc(Cl)c3)cc2o1
[19] Cc1ccc(/C=C/c2onc(C)c2S(=O)(=O)N2CCC(C(=O)N3CCN(c4ccccc4F)CC3)CC2)cc1
[20] COc1ccc(OC)c(NC(=O)c2cc3c(n(-c4ccc(Cl)cc4)c2=O)CC(C)(C)CC3=O)c1
Compound	16	17	18	19	20
HepG2 tox	3%	-13%	2%	2%	4%
TGFb SMAD3 inh	1%	?	-17%	0%	8%
pAkt inh	.	.	i	.	.
Nrf2 block	8%	5%	?	.	4%
A549 viability	7%	-14%	4%	6%	2%
Abeta rescue	-11%	9%	10%	0%	-9%
CCT chaperon mod	.	-1.2	2.1	.	.
Mm-Cpn inhibitor	.	-2%	1%	.	.
Nrf2 activator	-0.2%	0.0%	0.0%	-0.8%	0.2%

[21] CNc1n[nH]c(-c2ccccc2)n1
[22] COc1ccc(-c2nc(CN3CCC(C(=O)NC4CCCC4)CC3)c(C)o2)cc1OC
[23] O=C(NCc1ccc(Cl)nc1)c1ccc2sc([C@@H]3O[C@H](CO)[C@H](O)[C@H](O)[C@H]3O)nc2c1
[24] CN(C)c1ccc(/C=[N+](\[O-])C(C)(C)/C=N/O)cc1
[25] CCCCC(CCCCl)C(=O)Nc1ccccc1 (stereo not given)
Compound	21	22	23	24	25
HepG2 tox	2%	1%	7%	4%	20%
TGFb SMAD3 inh	0%	3%	7%	-4%	-6%
pAkt inh	i	i	i	.	i
Nrf2 block	.	10%	.	.	-10%
A549 viability	.	2%	.	2%	-1%
Abeta rescue	3%	15%	9%	3%	0%
CCT chaperon mod	0.3	0.1	0.4	-2.1	-0.7
Mm-Cpn inhibitor	.	-1%	.	-2%	3%
Nrf2 activator	0.6%	0.3%	-0.4%[9.22 µM]	0.0%	-0.4%

3 compounds out of the list above, sorted by the value under Mm-Cpn inhibitor, highest first.
item | Molecule | Mm-Cpn inhibitor
25 | CCCCC(CCCCl)C(=O)Nc1ccccc1 (stereo not given) | 3%
22 | COc1ccc(-c2nc(CN3CCC(C(=O)NC4CCCC4)CC3)c(C)o2)cc1OC | -1%
24 | CN(C)c1ccc(/C=[N+](\[O-])C(C)(C)/C=N/O)cc1 | -2%

Further compounds follow.
[26] CC(C)C(=O)N1CCN(c2ccc(NC(=O)c3ccc4c(c3)OCCO4)cc2Cl)CC1
[27] O=C(OCc1ccccc1)/C(=C/c1ccccc1Cl)NC(=O)c1ccco1
[28] CN(Cc1nc(-c2cccnc2)no1)S(=O)(=O)c1ccccc1
[29] Cc1cc(C(=O)NCC2COc3ccccc3O2)c2ccccc2n1 (stereo not given)
[30] COCCCN1CC(=O)N2C(c3cccc(OC)c3OC)c3[nH]c4ccccc4c3C[C@H]2C1=O (stereo not given in full)
Compound	26	27	28	29	30
HepG2 tox	-34%	-6%	-20%	7%	3%
TGFb SMAD3 inh	-18%	?	7%	-16%	0%
pAkt inh	.	i	i	i	i
Nrf2 block	.	-7%	.	-14%	-7%
A549 viability	?	-5%	2%	0%	10%
Abeta rescue	2%	0%	-4%	5%	5%
CCT chaperon mod	-1.1	-3.0	-2.6	-1.5	0.8
Mm-Cpn inhibitor	1%	1%	-1%	-4%	2%
Nrf2 activator	-2.1%	?	0.0%	3.3%	0.4%

[31] C=C[C@@H]1c2cc(C)ccc2N(S(=O)(=O)c2ccc(C)cc2)[C@H](c2ccccc2C(F)(F)F)C1(C#N)C#N
[32] COc1ccc(N=Nc2nc(-c3ccccc3)c(-c3ccccc3)[nH]2)cc1
[33] COc1ccc(-c2cn3c(n2)sc2cc(C(=O)NCCCc4ccccc4)ccc23)cc1
[34] Cc1ccc(S(=O)(=O)N2CCC(C(=O)OCC(=O)N3CCCC3=O)CC2)cc1C
[35] CCOC(=O)c1[nH]c2ccc(OC)cc2c1NC(=O)CCN1CCC(C)CC1
Compound	31	32	33	34	35
HepG2 tox	-3%&-14%	5%	-27%	6%	-18%
TGFb SMAD3 inh	-8%&-3%	?	-9%	17%	0%
pAkt inh	i	i	.	i	i
Nrf2 block	-2%	-20%	-6%	13%	.
A549 viability	12%	?	-1%	-1%	-1%
Abeta rescue	5%	11%	8%	20%	18%
CCT chaperon mod	0.6	-1.2	.	3.1	2.1
Mm-Cpn inhibitor	-1%	-1%	.	2%	-1%
Nrf2 activator	2.5%	6.2%	4.4%	-0.4%	0.2%

Grouped by structure: those above with a furan ring, fused or not (2)
[17] O=C(NCc1ccco1)/C(=C/c1cccnc1)NC(=O)c1cccc(Br)c1
[27] O=C(OCc1ccccc1)/C(=C/c1ccccc1Cl)NC(=O)c1ccco1
Compound	17	27
HepG2 tox	-13%	-6%
TGFb SMAD3 inh	?	?
pAkt inh	.	i
Nrf2 block	5%	-7%
A549 viability	-14%	-5%
Abeta rescue	9%	0%
CCT chaperon mod	-1.2	-3.0
Mm-Cpn inhibitor	-2%	1%
Nrf2 activator	0.0%	?

Reformatted with values under each structure: entries from further up
Order of results: HepG2 tox | TGFb SMAD3 inh | pAkt inh | Nrf2 block | A549 viability | Abeta rescue | CCT chaperon mod | Mm-Cpn inhibitor | Nrf2 activator
#2 Cc1cc(=O)oc2c(C)c(OC3CCCCC3=O)ccc12 (stereo not given)
    -7% | 0% | i | 7% | -2% | -6% | -0.1 | -1% | 1.7%
#6 CCOc1cc(C2NC(=O)c3ccccc3O2)ccc1OC (stereo not given)
    -1% | ? | i | 6% | 3% | 1% | -0.5 | 1% | 0.4%

The list goes on.
[36] CCCN1C(C(=O)c2ccccc2)=C(OC(=O)C(C)(C)C)c2ccccc2S1(=O)=O
[37] C[C@@H]1CN([C@@H](C)CO)C(=O)CCCn2nncc2CO[C@H]1CN(C)C(=O)C1CC1
[38] CCc1cc2c(COC(=O)c3cc(S(=O)(=O)N4CCOCC4)ccc3F)cc(=O)oc2cc1O
[39] COc1cccc(NC(=O)CSc2nccn2-c2cccc(OC)c2)c1
[40] Cc1nn2cc(-c3ccccc3)nc2s1
Compound	36	37	38	39	40
HepG2 tox	-59%	-4%	-1%	-45%	-48%
TGFb SMAD3 inh	?	3%	1%	-19%	-3%
pAkt inh	.	i	i	i	i
Nrf2 block	?	.	-18%	?	?
A549 viability	?	.	-1%	-7%	0%
Abeta rescue	?	10%	-6%	28%	-35%
CCT chaperon mod	.	0.5	1.6	-0.7	1.8
Mm-Cpn inhibitor	.	.	-1%	0%	-2%
Nrf2 activator	-2.8%	0.0%	0.0%	-0.1%	0.1%
